RGS12 GoLoco inh: blocks human Gai1 binding to RGS12 GoLoco peptide, red readout | P63096 | Gai1:RGS12 GoLoco peptide FP, rhodamine, 10 min | Potency, µM (top dose mostly 61.6 µM), inactives show top-dose activity, negative = inhibition, hits mostly inhibitors | 230,000 compounds, 0.44% hits; active = well fitted inhibition curve with a large enough effect, not every such curve was filed as active; inactive = no such curve, though single readings can be large or run the other way; note: % is set by controls: 0 for no effect and ±100 for the full control effect; nearly all actives have a fitted effect of over 30% in size; many of its hits are not listed in these tables
Target sequence (P63096 whole entry, looked up): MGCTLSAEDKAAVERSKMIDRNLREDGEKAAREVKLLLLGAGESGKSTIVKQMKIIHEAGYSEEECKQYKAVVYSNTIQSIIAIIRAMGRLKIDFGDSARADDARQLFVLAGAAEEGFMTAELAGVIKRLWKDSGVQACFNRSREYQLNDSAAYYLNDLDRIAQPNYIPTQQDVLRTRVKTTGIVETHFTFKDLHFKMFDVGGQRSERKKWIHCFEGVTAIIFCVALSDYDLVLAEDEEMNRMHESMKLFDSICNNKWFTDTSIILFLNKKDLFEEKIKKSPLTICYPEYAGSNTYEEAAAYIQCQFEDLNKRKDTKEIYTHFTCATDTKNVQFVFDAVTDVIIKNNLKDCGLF
IMPase Li cell: IMPase inhibition in cells with lithium potentiation | CHO-M1 cells, IP1 TR-FRET (IP-One), carbachol + lithium | Potency, µM (top dose mostly 59.4 µM), for the others: at the highest dose activity, negative = IMPase inhibition, most hits filed as inhibitors | AID 1457 | 210,000 compounds, 0.35% hits;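 note: IP1 builds up when IMPase is blocked and the TR-FRET signal falls; plate controls were basal vehicle for no effect and high inhibitor control for full effect; nearly all actives have a fitted effect of over 50% in size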
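IP1 accumulation measured by competitive TR-FRET in lysed CHO-M1 cells after 30 min compound exposure at 37C, with a small lithium addition to potentiate weak responses. Hill-equation AC50 from ratio and donor-channel data.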
HTT cytoprotect: Huntington cell model cytoprotection by ATP luminescence; 230,000 compounds, 0.14% hits; Potency, µM (top dose mostly 56.4 µM), without a hit: cytoprotection (ATP increase), usual class: activators; AID 1471; PC12 HTT-Q103 induced, cytoprotection, ATP luminescence, 40 h;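 note: % of control where 0% means no effect; nearly all actives have a fitted effect of over 45% in size; toxic huntingtin expression switched on by the ecdysone agonist tebufenozide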
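Cells were plated at 1500 per well in phenol red-free DMEM with 5% equine and 5% calf serum. Tebufenozide (100 nM final) and compounds were added, then ATPlite reagent, and luminescence was read.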
HTT aggregate: reduces HttQ103-GFP aggregates in PC12 cells | PC12 HttQ103-GFP aggregates, Acumen cytometry, 40 h | Potency, µM (doses to about 46.1 µM), for inactives: at the top dose activity change, negative = inhibition, usual class: inhibitors | 220,000 compounds, 1.1% hits; note: % is set by controls: 0 for no effect and ±100 for the full control effect; nearly all actives have a fitted effect of over 60% in size
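Quantitative HTS on tebufenozide-induced (100 nM) PC12 cells stably expressing polyQ103 Huntingtin exon 1–GFP. Reduction of bright GFP aggregates, detected by laser scanning cytometry after lysis, identified actives across the titration.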
GAA glycogen: inhibitors or activators of human alpha-glucosidase glycogen cleavage; P10253; recombinant GAA, glycogen substrate, Amplex Red glucose oxidase fluorescence; Potency, µM (top dose mostly 76.4 µM), for inactives: top-dose activity change, negative = inhibition, hits mostly inhibitors; 300,000 compounds, 0.38% hits; AID 2100;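 note: 0% = full enzyme reaction and -100% = no-enzyme basal signal; the screen sought inhibitors and activators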
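Recombinant human alpha-glucosidase (4 nM final) hydrolysed bovine liver glycogen (30 ug) for 40 min at 37 C in pH 5.0 citrate/phosphate with 0.01% Tween-20. Released glucose detected by glucose oxidase/Amplex Red, Ex 573/Em 610 nm. Compounds up to 77 uM; AC50 from Hill fits.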
GAA inh: inhibitors of human lysosomal alpha-glucosidase. 200,000 compounds, 0.005% hits. AID 1466. P10253. purified human GAA, 4-MU-alpha-glucoside fluorescence. Potency, µM (series often up to 76.9 µM), without a hit: at the highest dose activity change, negative = inhibition, actives largely listed as inhibitors;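 note: plate controls were uninhibited enzyme wells for no effect and no-enzyme background for full effect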
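qHTS format, compound range up to 77 uM. Human lysosomal enzyme at 4 nM, 400 uM 4-MU glucoside substrate, pH 5.0, 20 min room temperature; fluorescence after alkaline stop gives activity normalized to controls.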
aGlu spleen mod: inhibitors or activators of human alpha-glucosidase in spleen homogenate | 240,000 compounds, 0.006% hits | AID 2112 | P10253 | Potency, µM (titrated, usually from 79.9 µM), inactives show top-dose activity change, negative = inhibition, usual class: inhibitors | human spleen homogenate, 4-MU-alpha-glucoside fluorescence;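 note: 0% = enzyme with vehicle and -100% = no enzyme basal signal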
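Human spleen homogenate (1 ug) with 4-methylumbelliferyl-alpha-D-glucopyranoside (1 mM final) in 50 mM citrate/phosphate pH 5.0, 0.01% Tween-20; 40 min at 37 C. Stopped at pH 10; 4-MU fluorescence Ex 365/Em 440 nm; AC50 by Hill fit.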
Starred values were filed as active, the others as inactive; ? = inconclusive; / = no result given; [ ] = dose if it differs, or a comment. Unless noted, calls come from the whole dose curve; as a rule, active = well fitted curve in the direction sought with a large enough effect; inconclusive = small, poorly fitted or top-dose-only effect, or another doubt; inactive = no such curve, though single readings can be large; an effect the other way counts as inactive or inconclusive. Potency is the fitted concentration of half-maximal effect.

SMILES	RGS12 GoLoco inh	IMPase Li cell	HTT cytoprotect	HTT aggregate	GAA glycogen	GAA inh	aGlu spleen mod
COc1cccc(CN(C)c2nc(-c3cccs3)nc3ccccc23)c1	3.9%	3.5%	-5.3%[10 µM]	-2.4%	10.2%	-12.1%	-2.7%
CC(Cc1cccs1)NC(=O)Nc1cccc(Cl)c1 (stereo not drawn)	-15.6%	-0.3%[38.3 µM]	-46.9%[inhibitor]	-18.4%[9.22 µM]	10.2%	-8.8%	-1.7%
O=C(c1cccs1)N1CCN(C/C=C/c2ccccc2)CC1	4.5%	21.2%[38.3 µM]	-10.5%	-14.4%	1.9%	-21.3%	-14.5%
CCCCC(=O)NC(=S)NNC(=O)CC	2.0%	3.9%	15.3%[1.9 µM]	-24.4%	-29.7%	9.1%	0.0%
CC1CCN(CC(C)CNC(=O)c2cc(-c3ccccn3)nc3ccccc23)CC1 (stereo not drawn)	-1.6%	5.9%[38.3 µM]	-4.8%	3.8%	4.1%	-0.5%	2.7%
Cc1ccc(S(=O)(=O)N(C(=O)c2ccncc2)c2ccc(OC(=O)c3ccncc3)cc2)cc1	4.5%	0.8%	/	16.2%	7.8%	-19.7%	-7.1%
CCc1ccc(NC(=O)c2ccc(F)c(S(=O)(=O)N(CC)c3ccccc3)c2)cc1	-3.5%	13.3%	-0.1%[10 µM]	1.6%	14.3%	-4.1%	-1.3%
COc1ccc(C(=O)Nc2ccc(Cl)c(Cl)c2)c(OC)n1	5.5%	23.6%[38.3 µM]	13.9%[1.9 µM]	-5.7%	1.2%	1.0%	-7.4%
O=C(COC(=O)CC1CC2CCC1C2)Nc1ccc(F)cc1 (stereo not drawn)	3.7%	-7.4%	-4.9%	-1.9%	-2.6%	-2.4%	0.0%
COC(=O)c1c(C)oc2ccc(NS(=O)(=O)c3cc(OC)ccc3OC)cc12	1.0%	-8.1%[38.3 µM]	11.4%[0.074 µM]	-31.8%	-3.6%	-5.5%	-8.6%
O=C(c1sc2ccccc2c1Cl)N1CCN(c2ncccn2)CC1	-1.9%	-1.4%	/	-21.8%	8.3%	1.4%	-4.5%
COc1cccc(Cn2c(=O)c3ccccc3n3nc(C)cc23)c1	2.9%	10.9%	-32.0%[inhibitor]	-1.0%	-13.7%	2.4%	-5.0%
CCOc1ccc(C(=O)N2CCCC2)cc1OC	-13.1%	-11.4%	-11.9%[0.074 µM]	9.8%	-4.9%	1.6%	2.2%
CCn1nc(C)cc1C(=O)Sc1ccc(Cl)cc1Cl	-3.4%	/	-15.6%[10 µM]	-7.8%[9.22 µM]	2.1%	/	-10.2%
Cc1ccccc1NC(=O)c1c([N+](=O)[O-])c(C(C)(C)C)nn1C	4.2%	11.7%	-7.9%[10 µM]	-0.2%	-0.2%	-0.6%	-2.7%
CCOc1ccc2oc(-c3ccccc3)c(C(=O)O)c2c1	10.5%	-10.0%[38.3 µM]	19.3%	9.1%	4.3%	1.2%	2.9%
CC(C)(Oc1ccc(Cl)cc1)C(=O)N(Cc1ccccc1)c1ccccn1	-10.1%	32.8%[activator]	14.5%[10 µM]	-1.9%	9.6%	-4.3%	-14.4%
CCOc1ccc(NC(=S)NC(=O)c2c(Cl)cnn2CC)c([N+](=O)[O-])c1	-13.7%	10.0%	/	-17.1%	6.1%	0.4%	-3.7%
C=CCC1(N(C(C)=O)c2ccccc2C)CCCCC1	1.9%	8.4%	-12.0%[10 µM]	-22.3%[9.22 µM]	4.5%	-0.9%	-4.3%
COC(=O)CC1[C@@]2(C)C[C@]34OC5(C)OC6(C7CC(=O)OC(c8ccoc8)[C@]7(C)CCC6(O5)[C@]13C)C(OC(C)=O)[C@]4(OC(C)=O)C2OC(C)=O (stereo partly drawn)	3.5%	9.9%	/	/	/	/	0.2%
CCOC(=O)c1nnn(-c2nc(N3CCCC3)nc(N3CCCC3)n2)c1-c1ccccc1	-3.9%	0.6%[38.3 µM]	-1.4%	23.9%	-5.7%	?	-3.6%
CCCCC(=O)Nc1nc(C)c(-c2csc(Nc3cc(OC)ccc3OC)n2)s1	-3.5%	24.2%[38.3 µM]	?	?	?	-4.7%	5.4%
C=CCN1C(c2ccccc2)=CS/C1=C(/C#N)c1nnc(N2CCOCC2)n1-c1ccccc1	1.8%	7.2%	21.8%[10 µM]	5.9%	11.4%	-0.8%	2.5%
COc1ccc(/C=N/NC(=O)CCc2c(C)n[nH]c2C)cc1O	6.2%	4.4%[38.3 µM]	-9.7%[10 µM]	19.7%	23.7%	-0.9%	-8.4%
Clc1ccc(-c2nn3c(C4COc5ccccc5O4)nnc3s2)cc1 (stereo not drawn)	2.7%	-5.3%[38.3 µM]	-10.7%[0.074 µM]	-9.6%	5.7%	-6.3%	-1.2%
Cc1noc(C)c1COC(=O)COc1cccc2c1OC(C)(C)C2	-4.6%	2.3%[38.3 µM]	0.5%[10 µM]	13.5%	-1.9%	-2.3%	2.3%
O=C(c1ccc(OCC2CCCO2)cc1)N1CCc2ccccc2C1 (stereo not drawn)	9.5%	-3.7%	-57.9%[inhibitor]	-15.3%	7.6%	10.8%	-9.5%
Cc1ccc(-c2nnc(SCC(=O)N3CC(C)CC(C)C3)o2)cc1C (stereo not drawn)	-6.7%	28.6%	-24.6%	-22.1%	-1.2%	-6.8%	-1.0%
CCn1c(COc2ccccc2C)nnc1SCC(=O)CC(=O)Nc1ccccc1	-1.9%	0.4%[38.3 µM]	-3.7%	-20.1%	0.7%	-5.4%	0.5%
CCC(C)C(=O)Nc1ccc([N+](=O)[O-])cc1OC (stereo not drawn)	13.7%	8.2%	9.5%	-0.2%	-10.6%	-0.9%	-11.1%
CSc1cccc(NC(=O)c2nnn(Cc3ccccc3)c2N)c1	-1.0%	14.6%[38.3 µM]	-25.3%	16.1%	4.1%	-16.4%	4.6%
C=CCn1c(-c2cc(OC)cc(OC)c2)n[nH]c1=S	7.5%	-7.1%[38.3 µM]	-7.9%	2.9%	-24.0%	-21.8%	-1.1%
S=C(NC1CCCCC1)N1CCN(c2ccccn2)CC1	2.9%	-5.3%	10.8%[10 µM]	30.8%	-3.0%	?	5.7%
C/C(CC(=O)Nc1ccccn1)=N\NC(=O)C(=O)Nc1ccccc1C	3.4%	-3.7%[38.3 µM]	-4.0%	-6.9%	-25.2%	-4.1%	1.4%
CCCCC/C=C\C\C=C/C=C/C=C/[C@@H](O)[C@@H](O)CCCC(=O)O	4.9%	13.6%	-22.4%	/	/	/	-5.8%
Cc1noc(C)c1COc1ccc(C(=O)OCC(=O)Nc2ccc3c(c2)OCO3)cc1	-4.6%	6.8%[38.3 µM]	-17.3%	9.4%	4.5%	0.5%	4.3%
Cc1nc(C(=O)NNC(=O)c2ccc(C(F)(F)F)cc2)cs1	4.3%	/	0.0%[10 µM]	-15.2%[9.22 µM]	2.4%	/	-11.3%
CC(C)C(=O)Nc1sc2c(c1C#N)CCCCC2	13.0%	8.1%	1.5%[10 µM]	-26.7%	-1.0%	2.9%	0.1%
N/C(=C\C(=O)c1cc(Cl)ccc1O)C(Cl)(Cl)Cl	6.9%	/	-49.0%[inhibitor][10 µM]	16.0%[9.22 µM]	6.5%	/	2.4%
Cc1ccccc1NC(=O)c1ccc(Cn2cc([N+](=O)[O-])cn2)o1	9.6%	4.0%	-10.9%[10 µM]	-4.1%[9.22 µM]	11.9%	?	-11.1%
O=C(N/N=C1\NC(=O)C(CO)(CO)S1)c1ccccc1	2.0%	/	8.3%[10 µM]	-11.4%[9.22 µM]	2.1%	/	3.4%
COc1cccc(NC=C2C(=O)OC3(CCCCC3)OC2=O)c1	4.5%	13.5%[38.3 µM]	-4.5%	12.1%	-4.7%	-2.5%	2.5%
CCOC(=S)SCC(=O)Nc1nc(-c2ccccc2)cs1	6.4%	17.5%	2.3%[10 µM]	7.3%	6.2%	-1.0%	-1.8%
CC(C)NC(=O)N1CC[C@@]2(CCCN(S(=O)(=O)c3ccccc3)C2)C1	11.8%	-5.4%	-5.0%	/	/	/	-0.8%
N#Cc1ncc(-c2ccc3c(c2)OCCOCCOCCOCCO3)nc1C#N	11.3%	-7.0%	13.0%[10 µM]	15.7%[9.22 µM]	-1.2%	-10.4%	-1.1%
CC(=O)c1cccc(NC(=O)C2CC(=O)N(c3cccc(C)c3C)C2)c1 (stereo not drawn)	2.5%	1.0%[38.3 µM]	6.0%	-2.2%	3.0%	-0.4%	0.8%

High-throughput results from PubChem BioAssay.

Some of the compounds tested; rates above refer to the full screens.
